Compound activity deposited in PubChem by several laboratories.
Dynein cargo inh: blocks dynein driven cargo transport along microtubules | 3617.4 mouse cells, GR-EGFP nuclear translocation imaging; test concentration mostly 20 µM; stimulated with dexamethasone, 1 µM; hits give low values | z-score, hits read low | actives 0.47% (n = 220,000) | AID 1381;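 active = plate z-score of nuclear minus cytoplasmic receptor signal below a set negative limit, without overly bright fluorescence or cell loss, cut at about -3.5 in these data, passing the limit was not always enough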;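 also: z-score of nuclear minus cytoplasmic ring GR-EGFP intensity difference per well; some compounds called inactive have numbers as strong as hits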
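Also added: dexamethasone, 1.0 µM final. Medium: tet-free, stripped-serum medium. Detection: fixed, Hoechst-stained cells imaged at 10x for EGFP. Read-out: nuclear-to-cytoplasmic GR-EGFP distribution per well. Times: induction 48 h, compound 1 h, agonist 30 min.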
Insulin prom up: MIN6 insulin promoter up-regulation. MIN6 insulin promoter-GFP reporter, high-content imaging; hits give high values. z-score at 5 µM. actives 0.3% (n = 190,000). AID 1625;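 active = z-score above 3 at 5 µM with at least 500 cells counted in the well; inconclusive = wells under 500 cells, flagged as cytotoxic or low count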
MT stabilizer: stabilizes microtubules in HeLa cells. AID 2205. actives 0.83% (n = 200,000). % tubulin-high responders, % at 10 µM. HeLa tubulin immunostaining HCS, 24 h; share of cells brighter than vehicle mean+2SD;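 active = plate Z-score above 3 for both tubulin-high and condensed-nucleus cell shares, with cell loss under 80%, at 10 µM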;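 also: anti alpha tubulin signal scored within the nucleus-defined area of each cell; some results filed as inactive read as strong as hits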
b-catenin transl: beta-catenin nuclear translocation modulation; actives 0.3% (n = 190,000); AID 1665; nuclear translocation activity, % at 5 µM; HeLa beta-catenin nuclear translocation, immunofluorescence imaging;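 active = nuclear translocation activity above 50% at 5 µM, with a well cell count of 50 or more; inconclusive = wells under 50 cells across six images, flagged as toxic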;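 also: per-cell ratio of nuclear to cytoplasmic median beta-catenin stain intensity; plate controls were DMSO negative control for no effect and GSK-3 inhibitor IX positive control for full effect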
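Test system: human HeLa cell line; Doses: 5 µM primary, 0.02–20 µM confirmation; Incubation: 24 h compound exposure, 37°C; Detection: beta-catenin immunofluorescence imaging with DAPI; Read-out: beta-catenin nuclear/cytoplasmic ratio, % activation.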
PMI inhibitors: inhibitors of human PMI, primary screen, biochemical, fluorescence intensity, coupled assay (AID 1209). inhibition, % at 20 µM; hits with a dose series show IC50 in µM. purified PMI enzyme, coupled fluorescence intensity; higher % means a stronger effect. actives 0.42% (n = 190,000); in the data active = inhibition above about 50%;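 also: plate controls were DMSO vehicle for no effect and wells lacking substrate for full effect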
T cell modulator: modulates CD8 T cell binding to vesicles; 2C CD8+ T cell-vesicle binding, flow cytometry; hits give low values; calls only at 7 µM; actives 0.068% (n = 330,000);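 active = response, share of CD8 T cells binding vesicles, and their 90th percentile fluorescence all below set limits, cut at about 80% in these data, passing the limit was not always enough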
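Assay system: 2C TCR transgenic mouse naive CD8+ T cells, MACS-purified | Read-out: CD8+ gate FL2 mean fluorescence as % of same-row positive control | Signal: High-throughput flow cytometry with anti-B7-1 and anti-CD8 staining | Timing: Binding step 1.5 h, 37 °C, antibody labelling 20 min, ice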
Myeloid diff 2: promotes myeloid progenitor differentiation; ER-HoxA9 myeloid progenitors, lysozyme-GFP differentiation, flow cytometry; calls only at 10 µM; actives 1% (n = 360,000);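 active = normalized GFP-positive differentiation at or above the plate's own cutoff, the solvent-only control mean plus 3 SD; inconclusive = no clear call, values can overlap the other calls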;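 also: cells exposed to compound for four days before flow analysis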
Hep lipid drop: modulators of hepatic lipid droplet formation | AML12 mouse hepatocytes, oleate lipid droplets, BODIPY imaging | inhibition, % at 6.5 µM | actives 0.4% (n = 240,000);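 active = lipid droplet intensity inhibited by at least 50%, with more than 500 cells counted; inconclusive = wells with under 300 cells, treated as cytotoxic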
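Material – mouse AML12 hepatocyte cell line, fixed after treatment · Compound dosing – one dose, 6.5 µM compound · Times – compound with oleate, overnight · Measured by – Image-based BODIPY and DAPI two-channel analysis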
TNAP activation fold: human TNAP enzyme activators, primary screen, biochemical, luminescent, no phosphate acceptor, uHTS (AID 1001) | actives 0.03% (n = 200,000) | activation fold at 20 µM, or EC50 in µM where a hit was titrated | purified TNAP, luminescent activation assay, no phosphate acceptor; higher activation fold means a stronger effect; in the data active = activation fold from about 3, or a potency from the dose series; inactive = the rest, 99 in 100 with activation fold below about 1.6; also: many of its hits are not listed in these tables
Dynein cargo inh cytoplasmic EGFP: further read-out of Dynein cargo inh, marked with its call; z-score; measured here: cytoplasmic GR-EGFP intensity; hits give high values
Dynein cargo inh nuclear GR-EGFP: also measured in Dynein cargo inh; calls as there; z-score; measured here: nuclear GR-EGFP intensity;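 lower value marks the stronger effect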
Dynein cargo inh cell count: also measured in Dynein cargo inh; calls as there; z-score; measured here: cell count per field
Insulin prom up cell count: also measured in Insulin prom up; calls as there; cell count; measured here: cytotoxicity, nuclei count;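 total cells summed across four imaged fields per well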
Hep lipid drop cells 6.5 µM: further read-out of Hep lipid drop, marked with its call; cell count; measured here: cell count, cytotoxicity flag;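 cells counted across two imaged fields per well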
b-catenin transl cell count 5 µM: recorded beside b-catenin transl, whose call it bears; cell count; measured here: cell count, cytotoxicity flag
T cell modulator vesicle-bound %: further read-out of T cell modulator, marked with its call; double positive events, %; measured here: CD8+ vesicle-bound cell fraction;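 binding gate set so that unloaded-vesicle control wells show 10% double positive cells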
MT stabilizer Hoechst-high %: further read-out of MT stabilizer, marked with its call; % Hoechst-high responders; measured here: nuclear condensation Hoechst responders;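 share of cells brighter than vehicle mean plus two SD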
MT stabilizer cytotoxicity %: also measured in MT stabilizer; calls as there; toxicity, %; measured here: cytotoxicity by cell density;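 0% = mean cell density of plate MIN control wells and 100% = no cells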
Myeloid diff 2 GFP+ MAC1+ %: further read-out of Myeloid diff 2, marked with its call; GFP+ MAC1+ double positive, %; measured here: differentiation confirmed by MAC1 staining
Starred values were filed as active, the others as inactive; i = inactive; ? = inconclusive; · = not tested or not shown; & = joins results of further samples.

mol	Dynein cargo inh	Dynein cargo inh cytoplasmic EGFP	Dynein cargo inh nuclear GR-EGFP	Dynein cargo inh cell count	Insulin prom up	Insulin prom up cell count	MT stabilizer	MT stabilizer Hoechst-high %	MT stabilizer cytotoxicity %	b-catenin transl	b-catenin transl cell count 5 µM	PMI inhibitors	T cell modulator	T cell modulator vesicle-bound %	Myeloid diff 2	Myeloid diff 2 GFP+ MAC1+ %	Hep lipid drop	Hep lipid drop cells 6.5 µM	TNAP activation fold
COc1ccccc1N1C(=O)CC(Nc2ccc(N3CCOCC3)cc2)C1=O (stereo not drawn)	0.28	-0.18	0.6	0.69	0.06	1145	4.3	2.8	7.7	-1.6	1244	4%	i	12	i	1.3	4	761	1.1
CCn1c(COc2ccccc2C)nnc1SCC(=O)NC1CCCC1	-0.44	-0.26	0.17	0.82	-0.88	1138	2.1	2.2	12	-8.0	1039	-10%	i	21	i	2.3	·	·	1.1
CCc1ccc(C(=O)/C=C/Nc2ccc(S(=O)(=O)Nc3cnc4ccccc4n3)cc2)cc1	0.46	-0.52	0.18	-1.7	-0.24	918	·	·	·	0.0	1306	·	i	22	i	1.4&0.8	0	669	·
O=C(c1cccc(F)c1)N1CCC(N2CCOCC2)CC1	0.34	0.03	0.86	0.68	·	·	1.7	0.9	1.9	1.7	1066	17%	i	46	i	1.4	-2	732	1.1
Cc1ccc(-n2c(N)c(C(=O)N3CCOCC3)sc2=S)c(C)c1	-0.92	-0.23	-0.68	0.91	1.5	1298	4.6	3.2	7.5	-3.7	791	-6%	i	19	i	0.6	·	·	1.1
COc1ccc2c(-c3ccccc3)cc(SCC(=O)NC3CCS(=O)(=O)C3)nc2c1 (stereo not drawn)	1	0.35	0.57	-1.3	-0.46	1488	2.5	2.8	5.7	0.3	1161	26%	i	55	i	0.9	-3	569	1.1
Cc1ccc(OCC(=O)NNC(=O)CSc2ncc(C#N)c(N)n2)cc1	-0.51	-0.26	-0.51	0.14	0.55	1210	4.1	4.2	5.3	-0.1	882	12%	i	50	i	0.2	8	624	2
CCC/C(O)=C1\C(=O)CC(c2ccccc2)CC1=NC (stereo not drawn)	-0.61	-0.29	0.0033	0.58	0.41	1220	2.2	0.9	5.9	3.1	1109	8%	i	28	i	0.2	2	729	1.1
CCCCN(C(=O)CSc1nnc(Nc2ccc(C)c(C)c2)s1)c1c(N)n(Cc2ccccc2)c(=O)[nH]c1=O	-0.19	-0.21	0.53	-0.35	0.07	878	2.8	2.3	5.9	-2.2	1227	12%	i	41	i	1.4	1	755	1.1
CCN(C(=O)c1cnc(NC(C)C)cc1C(F)(F)F)c1ccc(Cl)cc1Cl	-0.43	-0.27	-0.26	0.74	-0.02	1379	·	·	·	-3.5	1182	·	i	39	i	0.2	-4	738	·
COc1ccc(C)cc1NC(=O)CN1CCN(S(=O)(=O)c2ccc(Cl)cc2)CC1	-0.34	-0.25	-0.88	1.1	-0.58	1290	2.0	1.6	5.6	-2.2	1071	3%	i	41	i	0.3	6	685	1
O=C(Nc1ccc(S(=O)(=O)N2CCOCC2)cc1)c1ccc([N+](=O)[O-])o1	-3	0.29	-1.4	0.32	0.63	865	·	·	·	2.4	1344	·	i	30	?	·	-3	726	·
Cc1c(NC(=O)C(C)n2cc([N+](=O)[O-])cn2)c(=O)n(-c2ccccc2)n1C (stereo not drawn)	0.073	-0.2	-0.29	0.55	-0.1	1151	2.8	3.1	1.4	-2.6	1080	-21%	i	8	i	0.4	-7	712	1.1
Cc1ccc(C(=O)NCCN2CCOCC2)cc1Cl	-0.36	-0.18	-0.33	0.47	0.88	1132	2.0	1.3	9.1	-4.8	945	-6%	i	34	i	2.0	·	·	1.1
CC(=O)N1c2ccc(Cl)cc2C2C=CCC2C1c1cccc2ccccc12 (stereo not drawn)	-0.43	-0.012	-0.26	0.58	·	·	12*	29*	30*	82*	308*	19%	i	40	i	0.6	-24	628	1
COC(=O)C(C(=O)OC)=C(/C=C/C=C/N(C)C)N(C)C	-0.027	-0.32	-0.31	0.52	0.82	1117	3.1	3.8	8.6	2.1	747	2%	i	26	i	7.5	·	·	1
CCC1(c2ccc(Cl)cc2)NC(=S)N(c2ccc(C)c(C)c2)N1 (stereo not drawn)	-0.48	-0.26	-0.21	0.23	·	·	·	·	·	0.4	1295	·	i	12	i	0.4	1	700	·
CSc1sc(C)cc1C1C(C#N)=C(N)N(c2cccnc2)C2=C1C(=O)CC(C)(C)C2 (stereo not drawn)	-0.76	0.027	-0.17	0.56	-0.06	1550	2.0	4.2	9.7	-0.5	1408	2%	i	20	i	0.0	·	·	1.1
CS(=O)(=O)N(CC(=O)NCCSC1CCCCC1)c1cccc(F)c1	-0.038	-0.21	0.29	0.4	0.25	1199	2.0	2.7	7.6	-1.7	540	0%	i	39	i	0.8	30	659	1
Cc1nn(C)c(C)c1NC(=O)CCSc1nc(-c2ccco2)cc(C(F)(F)F)n1	0.78	-0.28	-0.51	0.44	-0.12	1035	2.2	1.2	8.8	·	·	1%	i	18	i	1.1	-25	641	1
COc1ccc(/C=N/NC(N)=S)cc1OC(=O)c1cccc2ccccc12	0.21	-0.13	-0.027	-0.29	·	·	35*	24*	38*	·	·	8%	i	10	i	1.0	·	·	1
CC(=O)Nc1ccc(SCC(=O)N(CCC#N)c2cc(C)cc(C)c2)cc1	0.46	-0.14	0.92	0.57	·	·	2.4	1.6	3.5	·	·	6%	i	32	i	0.7	10	784	1.1
O=C(Nc1ccccc1)Nc1nc(-c2ccc(Cl)cc2)cs1	0.078	-0.14	-0.078	0.42	1.1	1568	6.0	2.0	2.8	-0.3	1141	10%	i	9	i	0.8	2	673	1.1
C=CCNC(=S)NNC(=O)c1ccc(=O)n(Cc2ccc(Cl)cc2Cl)c1	-1.1	-0.28	-0.15	0.25	-0.85	1220	2.7	2.5	4.4	-0.7	1021	-30%	i	65	i	0.7	-19	678	2.3
CC1CCCCC1NC(=O)COC(=O)c1ccc2c(c1Cl)C(=O)c1ccccc1C2=O (stereo not drawn)	-0.83	-0.29	-0.69	1	0.28	1301	2.8	2.4	2.4	-1.3	978	-34%	i	61	i	0.7	9	692	1.1
COc1ccc(-n2c(=O)c3c4c(sc3n(CC(=O)NC3CCCC3)c2=O)CCCC4)c(OC)c1	0.49	-0.065	0.78	-0.45	0.39	1201	4.3	4.1	5.1	0.9	1066	0%	i	31	i	0.3	11	661	1
O=C(N/C(=C/C=C/c1ccccc1)C(=O)N1CCCCC1)c1ccc([N+](=O)[O-])cc1	-0.39	-0.38	-0.083	2.2	-0.96	1224	3.0	2.4	2.4	1.3	1061	18%	i	19	i	0.7	-9	681	1
CCOc1ccccc1/C=N/NC(=O)CNC(=O)c1cccs1	-0.11	-0.33	0.41	0.61	0.23	1248	5.7	1.6	7.4	-2.9	1063	-8%	i	10	i	0.9	12	683	1
Cc1ccc2cc(C(c3nnnn3C3CCCC3)N3CCN(c4ccc(F)cc4)CC3)c(=O)[nH]c2c1 (stereo not drawn)	0.56	-0.26	-0.48	0.46	·	·	4.4	1.5	12	1.6	460	-31%	i	9	i	2.5	18	759	1
Cc1ccc(NS(=O)(=O)c2ccc(OCC(=O)Nc3cccc([N+](=O)[O-])c3)c(C)c2)cc1	0.27	-0.22	0.41	0.25	·	·	4.4	4.0	0.1	·	·	11%	i	35	i	7.2	·	·	1.1
Cc1cc(Br)ccc1OCC(=O)NNC(=O)C(=O)Nc1ccccc1	-0.71	-0.14	-0.27	0.64	-0.23	1371	3.0	2.0	10	-2.0	1004	-4%	i	50	·	·	1	679	1.8
O=C1CCC([N+](=O)[O-])C(c2ccc3c(c2)OCO3)N1 (stereo not drawn)	-0.9	-0.27	-0.4	1.7	0.3	1470	1.3	1.0	6.0	-0.4	986	0%	i	26	i	0.4	2	680	1
Oc1ccc2[nH]cnc2c1CN1CCCCC1	0.093	-0.23	0.25	1.3	0.32	1200	3.2	1.5	0.6	0.4	1055	23%	i	56	?	·	1	697	0.9
COc1ccccc1N1CCN(c2ccc(Cl)nn2)CC1	1.2	-0.15	1	-1.7	0.93	1643	4.6	2.8	11	0.1	1580	·	i	28	i	0.2	10	690	1.1

Not a hit list; overall some 3% were active at least once.
